Bioassay records as filed in PubChem.
HMGR II inh: inhibitors of class II HMG-CoA reductase from Enterococcus faecalis; actives 0.41% (n = 190,000); AID 1066; purified E. faecalis HMGR, NADPH absorbance 340 nm kinetic; inhibition, % at 10 µM;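 active = inhibition above a set limit, the median over all tested compounds plus 3 SD, cut at about 9.5% in these data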;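 note: enzyme runs in reverse so mevalonate oxidation gives rising NADPH absorbance; 0% = complete reaction with DMSO and 100% = background rate lacking mevalonate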
PMI activator: phosphomannose isomerase (human) activation. P34949. purified human PMI, coupled resazurin fluorescence, 20 min; active compounds read high; 1 = vehicle control, 0 substrate-free wells. activation factor at 20 µM. actives 0.005% (n = 190,000). AID 1214;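 active = activation factor of 2 or more at 20 µM, relative to plate controls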
Target sequence (P34949 whole entry, looked up): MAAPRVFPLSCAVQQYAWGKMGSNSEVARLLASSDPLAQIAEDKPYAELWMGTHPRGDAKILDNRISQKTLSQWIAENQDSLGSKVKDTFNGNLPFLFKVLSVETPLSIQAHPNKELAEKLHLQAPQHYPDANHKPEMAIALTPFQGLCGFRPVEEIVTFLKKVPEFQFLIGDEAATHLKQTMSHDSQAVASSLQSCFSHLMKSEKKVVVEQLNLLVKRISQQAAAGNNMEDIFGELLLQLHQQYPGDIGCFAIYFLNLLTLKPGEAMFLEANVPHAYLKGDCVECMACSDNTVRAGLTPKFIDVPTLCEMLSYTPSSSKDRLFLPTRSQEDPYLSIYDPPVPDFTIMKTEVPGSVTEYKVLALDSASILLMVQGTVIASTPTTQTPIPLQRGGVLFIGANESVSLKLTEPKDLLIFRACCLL
Lmaj promast: Leishmania major promastigote growth inhibition. Leishmania major promastigotes, resazurin fluorescence viability. inhibition, % at 10 µM. actives 9% (n = 200,000); in the data active = inhibition above about 50%;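 note: promastigotes grown with compound for 44 hours at 28 °C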
TNAP inh no acc: TNAP (human) inhibition, acceptor-free conditions | P05186 | purified TNAP, CDP-star luminescence, 30 min | inhibition, % at 20 µM | actives 0.26% (n = 200,000) | AID 1012;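 active = tissue-nonspecific alkaline phosphatase inhibition above about 50% at 20 µM in the single-dose screen, limit read from the data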;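 note: 0% = DMSO negative control and 100% = EDTA positive control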
S1P3 antagonist: antagonists of human S1P3 receptor | Q99500 | CHO S1P3 NFAT-BLA reporter, FRET fluorescence, antagonist mode | inhibition, % at 4.98 µM | actives 0.27% (n = 170,000) | AID 485;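 active = inhibition above the plate cutoff, the mean inhibition of test wells on that plate plus 3 SD, cut at about 28% in these data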;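 note: cells challenged with S1P at its EC80 of 0.8 µM; blue over green emission ratio from cleaved BLA substrate after 4 h stimulation; 0% = S1P-stimulated wells and 100% = unstimulated DMSO-only wells; some compounds past the cut are filed as inactive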
Target sequence (Q99500 whole entry, looked up): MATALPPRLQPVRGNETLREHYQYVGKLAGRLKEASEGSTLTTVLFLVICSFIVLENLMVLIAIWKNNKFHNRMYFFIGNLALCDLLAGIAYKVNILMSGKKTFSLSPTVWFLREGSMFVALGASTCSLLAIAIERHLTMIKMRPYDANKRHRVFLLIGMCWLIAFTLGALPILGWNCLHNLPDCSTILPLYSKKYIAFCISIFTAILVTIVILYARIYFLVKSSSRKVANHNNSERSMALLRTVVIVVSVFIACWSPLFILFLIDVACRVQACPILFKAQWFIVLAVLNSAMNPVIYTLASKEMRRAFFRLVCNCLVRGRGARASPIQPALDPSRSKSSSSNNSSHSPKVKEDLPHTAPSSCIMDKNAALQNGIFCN
DTT redox prof: compounds producing H2O2 with reducing agent – biochemical, NIH compound library profiling, artefact control for MLSCN library redox annotation, primary screen; AID 878; DTT-dependent redox cycling H2O2, phenol red/HRP absorbance; 100% = 100 µM peroxide control, 0% = buffer; activation, % at 10 µM; actives 0.03% (n = 200,000);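 active = activation of at least 50% relative to the plate's high and low controls in the primary single-dose screen; inactive = activation below 50%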;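 note: compound incubated with DTT at 0.8 mM final as the reducing agent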
Hsp70 act: Hsp70 transcriptional activation, primary screen. activation, % at 10 µM. HeLa Hsp70 promoter luciferase reporter, luminescence; scaled: vehicle 0, proteasome-inhibitor control 100%. actives 0.04% (n = 200,000);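 active = activation above the mean across all tested compounds plus 3 SD, cutoff set per campaign, cut at about 5.5% in these data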;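 note: 100% = MG132 at 30 µM as the positive control and 0% = DMSO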
RAM network inh: yeast RAM network inhibition. S. cerevisiae dse1pr::URA3 reporter, 5-FOA growth OD615, 2 d; analog-sensitive cbk1-as2 kinase mutant strain. inhibition, % at 50 µM. actives 1.8% (n = 190,000);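 active = inhibition above a set limit, 3 SD over mean compound inhibition, cut at about 8.4% in these data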;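 note: 0% = DMSO-only wells with no growth and 100% = 10 µM 1-NA-PP1 full growth; inhibition rescues growth on 5-FOA so higher OD means more RAM inhibition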
PMI act hi M6P: PMI (human) activation, high substrate | P34949 | coupled PMI enzyme assay, resazurin fluorescence, 20 min; active compounds read high; 1 = untreated enzyme, 0 = substrate-free blank | activation factor at 20 µM | actives 0.34% (n = 190,000) | AID 1216;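 active = activation factor of 2 or more at 20 µM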
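Material: human phosphomannose isomerase with PGI, G6PDH, diaphorase coupling enzymes. Quantity: 15 ng/mL PMI. Medium: HEPES pH 7.4 buffer with MgCl2 and Tween-20. Reagent: Near-saturating mannose-6-phosphate, 1.0 mM. Compound: 20 µM single dose. Times: enzyme reaction with compound 20 min at room temperature. Detection: resorufin fluorescence at Ex 544/Em 590 nm.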
TNAP inh hiacc: blocks human TNAP under high phosphate acceptor concentration; actives 0.03% (n = 200,000); AID 1135; purified TNAP, CDP-star luminescence, 1 M DEA; inhibition, % at 20 µM;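 active = over 50% inhibition of tissue-nonspecific alkaline phosphatase at 20 µM in the single-dose screen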;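 note: plate controls were DMSO wells for no effect and EDTA-quenched wells as full inhibition for full effect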
* marks the source's active call; other numbers are inactive results; . = not tested or not shown.

SMILES	HMGR II inh	PMI activator	Lmaj promast	TNAP inh no acc	S1P3 antagonist	DTT redox prof	Hsp70 act	RAM network inh	PMI act hi M6P	TNAP inh hiacc
Cc1ccccc1-c1nc(CN2CCC(C(=O)NCCCN3CCOCC3)CC2)c(C)o1	-2	0.9	0	-20	24	0.1	0.1	-0.1	0.9	-6
O=C(Cc1ccccc1[N+](=O)[O-])NCCSCc1c(F)cccc1Cl	-3	0.9	-6	-15	.	2.3	-0.4	4.9	0.9	-4
CCOc1cccc(NC(=O)CSc2nc(C)c3c(c2C#N)CCCC3)c1	-6	1	-3	-13	.	1.5	-0.2	5.3	1.1	-7
Cc1c(C)c2cc(Cl)c(O)c(CN3CCCC(C)C3)c2oc1=O (stereo unspecified)	1	0.8	-4	-17	.	-1.1	-0.1	-0.5	0.8	-8
CCC1Cc2c(nc(N)c3c(N)nc(N4CCCCC4)c(C#N)c23)O1 (stereo unspecified)	-1	0.8	51*	-18	4	-0.1	-0.3	0.5	0.4	-8
COc1ccc(C(=O)N2CCC(N3CCN(c4ccccc4)CC3)CC2)cc1OC	1	0.8	13	-6	.	-0.3	0.6	2.0	0.8	-6
CCC(C)n1ncn(-c2ccc(N3CCN(c4ccc(O)cc4)CC3)cc2)c1=O (stereo unspecified)	-2	1.2	24	-5	16	-0.4	0.0	0.5	1	-4
Cc1ccc(-c2c3c(=O)n(C)c(=O)n(C)c3cn2Cc2ccccc2)cc1	-2	1.4	0	4	.	1.5	-0.1	-0.8	1.8	-2
CCCSc1nc2c3c(sc2c(=O)[nH]1)CC(C)(CC)OC3 (stereo unspecified)	-2	1	6	-5	6	-0.7	0.0	8.8*	1	0
Cn1c(SCc2ccccc2)nnc1-c1cccs1	0	0.9	-4	-5	-17	2.3	-0.1	-0.8	0.9	-5
CC(C(=O)OCc1nnc(-c2ccccc2)o1)N1C(=O)c2ccccc2C1=O (stereo unspecified)	2	1.1	16	-7	.	-0.8	-0.4	3.1	1.1	-1
O=C(NC(CO)Cc1ccc([N+](=O)[O-])cc1)C(Cl)Cl (stereo unspecified)	-1	0.9	63*	-6	-8	0.2	0.2	-0.8	0.9	-1
O=C(O)C/C=C(/NC(=O)OCc1ccccc1)C(=O)OCc1ccccc1	0	1.9	0	1	4	-0.9	-0.2	1.9	2.8*	0
COc1ccc(CNC(=O)COC(=O)/C=C/c2ccc(Cl)cc2)cc1	5	1	-6	-20	-15	0.5	0.0	1.2	0.9	0
CC(C)C(=O)N1N=C(c2ccc(NS(C)(=O)=O)cc2)CC1c1cccs1 (stereo unspecified)	3	1.1	-2	-9	15	-0.2	-0.4	4.7	1.1	-6
Oc1ccc(/C=C/c2ccc3ccccc3n2)cc1	-4	1	17	-4	18	-0.8	-0.4	0.6	1	2
CC(C)OC(=O)c1cc(C(=O)c2cc(F)ccc2O)coc1=N	-6	0.9	-2	-13	.	0.1	-0.3	0.2	1	-1
COC(=O)c1cccc(N(C(=O)c2ccco2)C(C(=O)NC2CCCC2)c2ccco2)c1 (stereo unspecified)	1	1	52*	-5	.	2.8	-0.1	0.7	1	2
COc1cc(C(=O)NCC(c2cccnc2)N2CCN(c3ccccc3)CC2)cc(OC)c1OC (stereo unspecified)	-7	0.9	67*	-16	-23	-1.1	-0.2	-0.3	0.9	-8
CN(C)C(CNc1ncnc2sccc12)c1cccs1 (stereo unspecified)	-7	0.9	18	-7	-1	-0.5	-0.3	-0.8	1	2

3 compounds already listed, sorted by the number in TNAP inh hiacc, high to low:
mol	HMGR II inh	PMI activator	TNAP inh no acc	S1P3 antagonist	DTT redox prof	Hsp70 act	RAM network inh	PMI act hi M6P	TNAP inh hiacc
CN(C)C(CNc1ncnc2sccc12)c1cccs1 (stereo unspecified)	-7	0.9	-7	-1	-0.5	-0.3	-0.8	1	2
COc1ccc(C(=O)N2CCC(N3CCN(c4ccccc4)CC3)CC2)cc1OC	1	0.8	-6	.	-0.3	0.6	2.0	0.8	-6
CCOc1cccc(NC(=O)CSc2nc(C)c3c(c2C#N)CCCC3)c1	-6	1	-13	.	1.5	-0.2	5.3	1.1	-7

Record cards (already shown):
Shown for Cc1ccccc1-c1nc(CN2CCC(C(=O)NCCCN3CCOCC3)CC2)c(C)o1 : HMGR II inh = -2; PMI activator = 0.9; Lmaj promast = 0; TNAP inh no acc = -20; S1P3 antagonist = 24; DTT redox prof = 0.1; Hsp70 act = 0.1; RAM network inh = -0.1; PMI act hi M6P = 0.9; TNAP inh hiacc = -6
Shown for CN(C)C(CNc1ncnc2sccc12)c1cccs1 (stereo unspecified) : HMGR II inh = -7; PMI activator = 0.9; Lmaj promast = 18; TNAP inh no acc = -7; S1P3 antagonist = -1; DTT redox prof = -0.5; Hsp70 act = -0.3; RAM network inh = -0.8; PMI act hi M6P = 1; TNAP inh hiacc = 2

New compounds follow
SMILES	HMGR II inh	PMI activator	Lmaj promast	TNAP inh no acc	S1P3 antagonist	DTT redox prof	Hsp70 act	RAM network inh	PMI act hi M6P	TNAP inh hiacc
COc1ccnc(CSC(N)=Nc2cccc(C(F)(F)F)c2)c1	0	0.9	-3	35	3	1.7	-0.2	-0.5	0.6	1
Cc1cnn(Cc2ccccc2)c1N	-7	0.8	-3	-6	2	-2.6	0.0	1.2	0.9	1
CC1(C)CC(=O)C/C(=N/NC(=O)C2CCN(S(=O)(=O)c3cccs3)CC2)C1	1	1	-6	-1	1	-0.1	-0.3	0.4	1.1	-6
Cc1nc2nc(COc3ccccc3)[nH]n2c(=O)c1Cc1ccccc1	0	0.9	-12	-8	-13	1.3	-0.2	3.5	1	-4
CC(=O)c1ccc(NC(=S)N2CCN(C(=S)Nc3ccc(C(C)=O)cc3)C(C)C2)cc1 (stereo unspecified)	-9	1	-3	-7	-3	-3.1	-0.3	1.1	1	-7
C=C(C)CNC(=S)N1CCN(C(c2ccccc2)c2ccccc2)CC1	5	0.9	16	1	1	1.4	0.0	0.8	0.7	-2
Cc1ccc(-n2c(=S)[nH]c3[nH]ncc3c2=O)cc1	-10	0.9	-4	-59	-3	-1.4	0.2	2.2	1.1	-4
CC(=O)Nc1sc2c(c1C(c1cccs1)N1CCOCC1)CCCC2 (stereo unspecified)	1	1	13	1	-2	-1.1	0.0	2.5	1	-6
CC(C)CCNC(=O)C(NS(=O)(=O)c1ccc2c(c1)c(=O)n(C)c(=O)n2C)c1ccccc1 (stereo unspecified)	-1	1	-4	-13	.	-1.2	-0.3	2.4	1.1	-1
O=C(CCCC(=O)OCC1CCCO1)OCC1CCCO1 (stereo unspecified)	0	1	0	0	4	-1.3	0.0	0.1	1	-1
O=C(NCc1ccco1)c1ccc(S(=O)(=O)N2CCCCC2)cc1	2	.	-4	-11	16	-0.1	0.0	-0.1	.	-4
CCc1ccc(NC(=S)N2CCNC(=O)C2CC(=O)OC)cc1 (stereo unspecified)	-7	1	-8	-8	-6	-0.2	0.0	1.0	1	-5
CCOC(=O)c1ccc2[nH]c(C)c(CCC(C)=O)c(=O)c2c1	-4	0.9	6	-2	-4	-0.3	0.0	0.8	0.9	0
O=C(c1cccs1)N1CCN(S(=O)(=O)c2ccccc2)CC1	-7	1	1	-11	.	0.0	0.0	0.8	1	-5
COCC(=O)Nc1cc(C(=O)NCCc2ccccc2)ccc1Cl	-7	1	-5	-5	-8	0.3	-0.6	0.1	1	-3
CCCCn1c(=O)c(CCC(=O)O)nc2ccccc21	-4	1	9	-12	-11	0.3	-0.3	2.7	1.1	-6
Fc1ccc(NC(=S)N2CCCCC2)cc1	-6	1.3	40	-5	4	0.1	0.1	0.7	1.1	-5
CCCCN(C(=O)CC(c1ccccc1)c1ccccc1)c1c(N)n(CCC)c(=O)[nH]c1=O	-7	1	-4	-4	-6	0.1	-0.1	1.9	1.1	-4
Cc1nc2ccc(NC(=O)c3ccccc3)cc2s1	-4	1.1	-2	-8	5	-0.1	0.1	-0.9	1.1	-7
CC(=O)N1C2CCCCC2S[C@H]2CCCCC21 (stereo partly specified)	-1	1	-4	-17	12	0.8	-0.1	0.9	1	-9

Shown as a hit in RAM network inh, among the entries above:
smiles,HMGR II inh,PMI activator,TNAP inh no acc,S1P3 antagonist,DTT redox prof,Hsp70 act,RAM network inh,PMI act hi M6P,TNAP inh hiacc
CCCSc1nc2c3c(sc2c(=O)[nH]1)CC(C)(CC)OC3 (stereo unspecified),-2,1,-5,6,-0.7,0.0,8.8*,1,0

Carrying on:
SMILES	HMGR II inh	PMI activator	Lmaj promast	TNAP inh no acc	S1P3 antagonist	DTT redox prof	Hsp70 act	RAM network inh	PMI act hi M6P	TNAP inh hiacc
COc1ccc(-c2nc(CN3CCCCC3c3cccnc3)c(C)o2)c(F)c1 (stereo unspecified)	16*	0.9	2	-14	-1	-0.9	-0.4	0.2	0.9	-9
O=C(CCSCc1ccc(Cl)cc1)NCCC1=CCCCC1	0	0.7	-3	-4	5	0.3	-0.4	2.1	0.8	-3
CCOC(=O)CSc1ccc(-c2nc3cc(C)c(C)cc3[nH]2)cn1	-2	1.1	57*	9	.	2.6	0.3	2.5	1.1	-5
Cn1c(SCC(=O)c2ccccc2)nnc1-c1cccc(N)c1	-5	1.1	-7	-16	.	0.2	-0.2	-0.3	1	-9
CCOc1ccc(NC(=O)c2ccccc2O)cc1	4	1	-12	1	4	0.3	-0.1	-0.3	1	3
Cc1ccc(N2C(=O)[C@@H]3[C@H](C2=O)[C@H]2C=C(C(=O)c4ccccc4)C=CN2[C@@H]3C(=O)c2ccc(Cl)cc2)cc1	-4	1.6	-1	0	5	-0.4	-0.4	2.6	2.1*	-2
Cc1cc(=O)c(C(=O)O)cn1Nc1ccc(F)cc1	-7	1.1	-9	-12	.	0.0	-0.3	-1.8	1	-2
CCOC(=O)C(C)Sc1nc(-c2cccs2)ccc1C#N (stereo unspecified)	1	1.1	10	-1	.	0.1	-0.2	13*	1.3	-4
